S1P4 agonist: activates the human S1P4 receptor. AID 1509. O95977. 0.35% of 220,000 active. S1P4-expressing cell line, agonist reporter assay. activation, % at 4.98 µM; in the data active = activation above about 11%;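 also: 0% = DMSO vehicle and 100% = reference agonist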
CHOP inhibitor: CHOP inhibition in unfolded protein response | CHO-K1 CHOP-promoter luciferase, tunicamycin-induced, 15-18 h | inhibition, % at 10 µM | 3.8% of 220,000 active | AID 2732;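 active = compounds that reduced the stress-induced luciferase reporter signal by more than about 70% of percent inhibition, limit read from the data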;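 also: 0% = tunicamycin plus vehicle and 100% = wells without tunicamycin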
TRPML3 ag: agonists of human TRPML3 channel. 0.29% of 220,000 active. HEK293 TRPML3-YFP, Fluo-8 calcium fluorescence; 100% = the carbachol control signal. activation, % at 3 µM. Q8TDD5;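 active = activation above its plate's cutoff, the mean activation of the plate's test wells plus 3 SD, cut at about 12% in these data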;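 also: 0% = DMSO only wells and 100% = carbachol wells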
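Material: TRPML3-YFP stable HEK293 cells | Dosing: One concentration, 3 µM nominal, 0.3% DMSO | Timing: 125 s total fluorescence read per well | Technique: Fluo-8 calcium dye fluorescence, ex 470-495, em 515-575 nm | Measure: Percent activation from peak-to-basal fluorescence ratio, scaled between DMSO and carbachol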
NPY-Y1 antag: blocks the human neuropeptide Y Y1 receptor; P25929; HEK293-CNG Y1 cells, membrane potential fluorescence; NPY at EC95, then isoproterenol; inhibition, % at 3.6 µM; 1% of 200,000 active; AID 1040;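 active = inhibition above the campaign mean inhibition of all tested compounds plus 3 SD, cut at about 20% in these data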;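 also: 0% = DMSO wells given NPY plus isoproterenol and 100% = isoproterenol alone without NPY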
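Material: HEK293 Y1/CNG channel cell line | Also added: NPY (25 nM), isoproterenol (1 µM), Ro 20-1724 (25 µM) | Compound: One concentration, 3.6 µM, in 0.4% DMSO | Schedule: 3 h dye uptake, 1 h room-temperature compound, 45 min post-isoproterenol | Signal: Membrane-potential fluorescent dye readout | Read-out: % inhibition of NPY effect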
zfTRPN1 agonist: zebrafish TRPN1 (NompC) channel agonism; 0.18% of 220,000 active; HEK293 zebrafish TRPN1-YFP, Fluo-8 calcium fluorescence; 100% = response to 87 µM carbachol; activation, % at 3 µM;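 active = activation above its plate's cutoff, the mean activation of test wells on that plate plus 3 SD, cut at about 19% in these data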;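 also: 0% = DMSO alone and 100% = 87 µM carbachol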
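System: zebrafish TRPN1-YFP in HEK293 cells / Dosing: 3 µM single point / Timing: dye loading 1 h at 37 °C, then 30 min room temperature / Signal: Fluo-8 calcium fluorescence, excitation 470-495 nm, emission 515-575 nm / Read-out basis: percent activation from peak over basal fluorescence ratio, control-normalized / Control set: high carbachol 87 µM, low DMSO alone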
NPY1 pot ag: potentiators or agonists of human neuropeptide Y receptor Y1. NPY-Y1 expressing cells, potentiator/agonist activation. 0.37% of 220,000 active. P25929. activation, % at 3.6 µM; in the data active = activation above about 33%, passing the limit was not always enough;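 also: cells stimulated with NPY at EC10 then isoproterenol at EC100; 0% = low agonist plus stimulus and 100% = saturating agonist plus stimulus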
EP2 modulator: modulates human prostaglandin E2 receptor EP2 signaling; EP2-expressing cells, cAMP HTRF FRET, PGE2 co-stimulation; induction, % at 25 µM; 0.83% of 260,000 active; P43116; AID 940;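 active = compounds whose cAMP rise, as percent of the full-agonist control response, exceeds 60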;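 also: rat C6 glioma line stably carrying human EP2 under a CMV promoter; the protocol text gives 20 µM as final concentration; 100% = response of wells given 1 µM PGE2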
Target sequence (P43116 whole entry, looked up): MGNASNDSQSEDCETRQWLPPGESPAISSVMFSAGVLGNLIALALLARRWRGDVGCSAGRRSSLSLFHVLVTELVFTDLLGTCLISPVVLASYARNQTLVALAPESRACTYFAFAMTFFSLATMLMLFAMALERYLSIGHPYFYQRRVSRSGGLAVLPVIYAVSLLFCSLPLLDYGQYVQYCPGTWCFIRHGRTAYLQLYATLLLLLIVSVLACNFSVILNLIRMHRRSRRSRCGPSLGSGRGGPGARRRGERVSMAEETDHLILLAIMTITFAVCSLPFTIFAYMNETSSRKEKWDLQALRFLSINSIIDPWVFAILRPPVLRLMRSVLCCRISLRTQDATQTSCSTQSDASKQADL
S1P4 antag: antagonists of human S1P4 receptor | O95977 | S1P4-expressing cells, antagonist mode, reporter read-out | inhibition, % at 4.98 µM | 0.26% of 220,000 active | AID 1510; in the data active = inhibition above about 29%;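 also: 0% = wells stimulated with agonist and 100% = vehicle wells without agonist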
NPY2 pot ag: potentiates or activates human NPY-Y2 receptor | activation, % at 3.6 µM | cells expressing NPY-Y2, potentiator/agonist read-out | 0.45% of 220,000 active | P49146; in the data active = activation above about 27%;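 also: cells stimulated with NPY near EC25 plus isoproterenol at EC100; 0% = vehicle plus submaximal agonist and 100% = vehicle plus saturating agonist; some results beyond the cut were filed as inactive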
Target sequence (P49146 whole entry, looked up): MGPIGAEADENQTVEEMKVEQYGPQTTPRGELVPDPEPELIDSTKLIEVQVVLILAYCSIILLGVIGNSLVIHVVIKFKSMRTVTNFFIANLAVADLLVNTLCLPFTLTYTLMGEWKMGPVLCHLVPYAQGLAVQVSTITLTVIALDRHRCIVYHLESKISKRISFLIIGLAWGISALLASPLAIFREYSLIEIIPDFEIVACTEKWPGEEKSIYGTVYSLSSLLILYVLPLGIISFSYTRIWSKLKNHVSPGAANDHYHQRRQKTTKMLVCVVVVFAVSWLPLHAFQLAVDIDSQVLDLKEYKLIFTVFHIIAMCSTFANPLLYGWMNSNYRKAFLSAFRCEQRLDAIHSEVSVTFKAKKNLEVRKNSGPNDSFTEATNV
Starred values were filed as active, the others as inactive; nt = not tested or not shown; & = joins results of further samples.

SMILES	S1P4 agonist	CHOP inhibitor	TRPML3 ag	NPY-Y1 antag	zfTRPN1 agonist	NPY1 pot ag	EP2 modulator	S1P4 antag	NPY2 pot ag
O=C(NC1CCCc2ccccc21)C1CCN(c2nnc(-n3cccc3)s2)CC1 (stereo not given)	-0.6	-7	0.0	4	-1.5	-10	17	-11	-9
Cc1cccn2c(=O)c3cc(C(=O)NC4CCCC4)c(=N)n(C4CCCC4)c3nc12	5.7	nt	-0.2	4	-0.7	18	-5	-20	9
CCOc1ccc(N2C(=O)CC(Sc3nnnn3-c3ccccc3)C2=O)cc1 (stereo not given)	0.9	108*	0.1	-2	0.2	-5	-10	-4	14
FC(F)(F)c1cccc(N2CCN(C(=S)NC3CCCC3)CC2)c1	0.2	81*	0.3	-1	2.3	11	-8	-5	-5
O=C(N/N=C/C=C/c1ccc2c(c1)OCO2)c1ccc([N+](=O)[O-])cc1	0.1	19	0.2	4	-0.2	-7	5	11	1
CC(CCc1ccccc1)NCC(O)c1ccc(O)c(C(N)=O)c1 (stereo not given)	2.6	19&-2	0.5	-14	-1.1	116*	14&18&24	-26	103*
S=C(NCC1CCCO1)N1CCN(Cc2ccccc2)CC1 (stereo not given)	0.8	11	1.0	2	2.6	11	-21	-12	-2
COc1cc(OC)cc(C(=O)NCC(=O)OCC(=O)Nc2ccc3c(c2)OCO3)c1	0.5	-5	-0.3	-2	-0.1	2	-5	-11	-12
NC(=O)CCCSc1nc2ccccc2[nH]1	-0.6	7	0.8	2	0.3	3	17	-8	-1
COc1ccc(C(O)c2coc3ccc(O)c(CN(C)C)c23)cc1 (stereo not given)	-2.4	10	0.7	-21	-0.4	107*	0	-25	100*
C=CCn1cc(C(=O)NCCCOCC)c(=O)c2cc(S(=O)(=O)N(CC)CC)ccc21	1.3	23	0.5	-2	-0.7	-23	10	-3	-12
Cc1ccc(S(=O)(=O)NCC2NCCc3ccccc32)cc1 (stereo not given)	-2.0	14	0.8	-2	1.0	-9	-10	-1	-17
O=c1[nH]c(-c2ccccc2Cl)nc2c1sc(=S)n2-c1ccccc1	-2.2	-11	-0.1	5	-0.4	-23	-26	-2	-3
O=C(O)c1n[nH]nc1-c1ccccc1	1.8	-16	1.7	2	1.4	10	14	-11	1
COc1ccc(-c2c(C(F)(F)F)nn(C)c2NC(C)=O)cc1	-1.0	10	0.6	nt	1.6	7	19	5	1
COc1ccc(-n2c(=O)c3ccccc3c3ccccc3c2=O)cc1	-2.4	-28	0.2	1	-0.1	17	20	-25	0
CCOc1ccc(S(=O)(=O)N(CC(=O)NC2CCCCC2C)Cc2ccco2)cc1 (stereo not given)	-0.6	35	-0.8	0	-1.2	10	-68	5	1
Cc1ccc(NCCC(=O)c2ccc(Cl)cc2)cc1	-2.9	37	0.3	7	1.1	0	21	21	-4
CCOC(=O)Cn1c(=O)oc2cc(S(=O)(=O)Nc3ccc(F)cc3)ccc21	1.6	43	6.7	-11	19*	31	-9	-18	36*
CCN(Cc1ccccc1)C(=O)C1CCN(Cc2sccc2C)CC1	0.4	-2	1.8	3	0.9	-12	-1	-7	9
CN(Cc1nc(Cc2cccc(F)c2)no1)CC1COCCO1 (stereo not given)	0.8	0	0.6	-2	1.4	-13	-22	-1	-16
CC1=N/C(=C\c2ccc(OC(C)C)cc2)C(=O)N1c1ccc(C(=O)O)cc1	1.0	-19	0.7	1	-0.7	6	3	-2	-2
CCN(CC)c1ccc(/C=N/N2C(=O)c3ccccc3C2=O)c(O)c1	0.9	-42	0.5	2	-0.5	-15	-2	-15	-10
Cc1cccc(OCC(=O)N/N=C/C=C/c2ccco2)c1	0.6	8	-0.1	2	0.1	2	-35	4	-10

Shown bar-delimited: 3 of the compounds above.
Structure | S1P4 agonist | CHOP inhibitor | TRPML3 ag | NPY-Y1 antag | zfTRPN1 agonist | NPY1 pot ag | EP2 modulator | S1P4 antag | NPY2 pot ag
COc1ccc(-c2c(C(F)(F)F)nn(C)c2NC(C)=O)cc1 | -1.0 | 10 | 0.6 | nt | 1.6 | 7 | 19 | 5 | 1
COc1ccc(-n2c(=O)c3ccccc3c3ccccc3c2=O)cc1 | -2.4 | -28 | 0.2 | 1 | -0.1 | 17 | 20 | -25 | 0
CCOc1ccc(S(=O)(=O)N(CC(=O)NC2CCCCC2C)Cc2ccco2)cc1 (stereo not given) | -0.6 | 35 | -0.8 | 0 | -1.2 | 10 | -68 | 5 | 1

(next part)
SMILES	S1P4 agonist	CHOP inhibitor	TRPML3 ag	NPY-Y1 antag	zfTRPN1 agonist	NPY1 pot ag	EP2 modulator	S1P4 antag	NPY2 pot ag
O=C(N/N=C/C=C/c1ccccc1[N+](=O)[O-])c1cccnc1	-1.0	-9	-0.3	2	-0.8	-4	-22	-4	4
CCc1nnc(NS(=O)(=O)c2ccc(NC(=O)c3ccccc3C)cc2)s1	-0.4	-12	0.6	1	0.6	-20	19	-6	-2
O=C(NC1CCCCC1)c1ccccc1NC(=O)C1CC1	-1.7	7	-0.3	4	0.0	-12	-12	10	7
Clc1ccc(CCNc2nc3ccccc3s2)cc1	2.1	-30	-0.7	7	-1.9	-23	-29	-14	4
Clc1ccc(-c2nnc3sc(Cc4cccs4)nn23)cc1	-0.2	5	0.5	8	-1.7	-20	-17	-15	-12
C=CCOc1ccc(/C(O)=C2\C(=O)C(=O)N(CCN(C)C)C2c2cccs2)cc1 (stereo not given)	-0.7	0	0.3	-3	-0.4	9	-5	-3	14
COC(=O)c1sccc1-c1ccc(/C=N/OCc2c(Cl)cccc2Cl)o1	-0.3	18	1.4	0	0.2	-17	-9	-2	3
CCN(CC)C(=O)CCc1nc2sc3c(c2c(=O)[nH]1)CCCC3	1.2	11	0.7	0	0.9	-14	-3	3	1
CCOC(=O)N1CCN(C(=O)/C(=C\c2ccc(SC)cc2)NC(=O)c2ccccc2)CC1	1.9	-15	0.4	nt	0.3	14	-1	-12	1
CCN1c2ccccc2-c2nc3ccccc3n2C1c1ccccn1 (stereo not given)	-2.6	15	-1.2	6	-2.1	4	40	-3	10
O=C(COc1ccccc1)N1CCN(C(=O)c2ccc([N+](=O)[O-])cc2)CC1	1.6	6	0.7	5	0.2	-2	-10	-12	1
O=C(NC1CCS(=O)(=O)C1)/C(=C\c1ccccc1)NC(=O)c1ccccc1 (stereo not given)	2.6	6	0.5	6	-1.2	-9	3	0	4
COc1ccc(/C=C(\C#N)C(=O)NCc2cccs2)cc1OC	-0.7	-17	-0.3	1	0.6	2	-9	-14	6
Cc1cccc(-n2c(-c3csc4ccccc34)n[nH]c2=S)c1	0.6	12	-0.9	0	-3.0	10	12	-20	22
Nc1c(C(=O)NCc2cccs2)nnn1CC(=O)Nc1cccc(Cl)c1	-1.5	11	0.6	8	1.9	1	-26	-1	3
CC1CN(Cc2nc3c(c(=O)n(C)c(=O)n3C)n2CCN2CCOCC2)CC(C)O1 (stereo not given)	1.1	-8	-0.3	7	0.4	2	1	-18	-9
O=C(CSc1nnc(CNC(=O)c2c(F)cccc2Cl)o1)c1ccccc1	0.5	13	0.0	-3	1.1	3	33	-10	9
O=C(c1cnsn1)N1CCC(CO)(Cc2ccc(Cl)cc2)CC1	0.8	-11	1.4	-1	1.5	7	-30	5	-1
CCCn1nnc(NC(=O)c2ccc(OCC)c(Cl)c2)n1	-0.6	7	0.0	0	0.6	-15	-5	-8	-10
O=C(CN(c1ccccn1)S(=O)(=O)c1ccccc1)Nc1ccccc1	0.9	16	0.7	3	1.5	0	20	-1	-15
CC(C)(C)N(NC(=O)Nc1ccccc1)C(=O)c1ccccc1	0.1	23	0.6	-1	-2.4	3	7	-10	-7
NC(=O)C1CCN(C(=O)c2ccc(Oc3cc(Cl)cc(Cl)c3)o2)CC1	-2.3	10	0.7	nt	0.1	0	-26	-2	-3
Cc1cc(C(=O)N/N=C/c2ccc(C)o2)c2ccccc2n1	0.1	-21	1.0	0	0.2	-14	-13	-29	-8
Cc1cc(OCC(=O)N(C)c2ccccc2)cc2c1C(=O)CC(C)(C)O2	0.0	15	0.8	nt	1.3	9	16	11	9
CCCC(=O)Nc1ccc2nc(SCC(=O)Nc3ccc(N4CCOCC4)c(Cl)c3)sc2c1	-0.2	-8	2.7	-2	3.6	3	-20	1	-4
Cc1nc(-c2cccc(NS(=O)(=O)c3cccc4ccccc34)c2)cs1	12*	53	0.3	1	0.1	14	33	4	-5
Nc1ncc(-c2ccccc2)c(-c2ccc(OCc3ccccc3)cc2O)n1	-0.2	38	0.6	nt	1.3	-8	-14	-14	-5
COc1cc(/C=N/Nc2nc3ccccc3[nH]2)cc(Br)c1OCC(=O)N(C)C	-1.1	61	0.5	4	2.4	4	-62	-2	0
CCC(C(=O)O)N1C(=O)c2ccccc2C1=O (stereo not given)	-0.6	48	0.7	7	0.5	-12	10	-17	-25
CCOC(=O)c1cnc2c(OC)cccc2c1N1CCN(c2ccc(OC)cc2)CC1	-1.3	83*	-0.5	-3	-1.4	-13	18	-9	9
COc1ccccc1C1c2c(C)nn(-c3ccccc3)c2NC(=O)C1NC(=O)c1ccccc1 (stereo not given)	-1.5	7	0.5	6	-1.1	-8	-12	-20	3
O=C1CSC(c2ccccc2[N+](=O)[O-])N1CCc1ccccc1 (stereo not given)	-0.9	-24	0.0	2	-1.6	13	-65	-13	16
CCSc1nnc(NC(=O)CCCOc2ccc(C)cc2)s1	0.7	27	0.3	14	1.6	8	13	-9	-4
Cc1cc(C(=O)CCl)c(C)n1CCc1ccc(F)cc1	-2.7	-407	-0.3	-1	-2.1	4	-89	19	0
COc1ccccc1-n1cnnc1SCC(=O)N1CC(=O)Nc2ccccc21	1.3	-31	0.6	-1	-0.4	-3	6	-11	3
O=C1[C@@H]2[C@@H]3C[C@@H]([C@H]4ON=C(c5ccc(Cl)cc5)[C@@H]34)[C@@H]2C(=O)N1c1ccc2c(c1)OCO2	2.2	24	1.3	12	-1.7	-13	2	-7	-1
CCOc1ccc(CCNC(=O)Cn2cccc2C(=O)c2ccccc2)cc1OCC	0.8	30	-1.7	3	-2.0	-10	43	7	3
Cc1ccc2nc(NC(=O)CCn3cccc3)sc2c1	3.6	3	0.3	-1	-0.1	15	-5	14	27
COCCCn1c(=O)/c(=C\c2ccc(OC(F)F)c(OC)c2)s/c1=C(/C#N)C(N)=O	-0.2	-8	0.8	nt	2.7	23	12	8	1
CC(CN1CCOCC1)OC(=O)COc1ccc(F)cc1 (stereo not given)	-0.2	-11	0.8	9	0.9	-7	22	-19	-1
CC1=NN(Cc2ccccc2)C(=O)C1	1.5	-24	0.4	6	0.8	-3	15	3	-4
COc1ccc(NC(=O)C2CCC(C)(C(=O)O)C2(C)C)cc1 (stereo not given)	1.1	-11	1.1	-4	1.0	20	30	-8	10

Assay outcomes as filed in PubChem BioAssay.
